BCR signal inh: chronic active BCR signaling inhibition; Potency, µM (highest dose often 46.1 µM), for inactives: at the highest dose ratio change, negative = lower green/red ratio, actives largely listed as inhibitors; ABC-DLBCL IkBa-CBG/CBR reporter, luminescence ratio, 4 h; 0.05% of 340,000 active; active = well fitted inhibition curve with a large enough effect in the signal ratio, with a control signal flat, not every such curve was filed as active; inconclusive = small, poorly fitted or top-dose-only effect, or effect the other way, or a change in a side signal; the % refers to the signal ratio;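 also: potency is read from the fitted curve at half-maximal effect; plate controls were basal doxycycline-induced cells for no effect and cells given 10 µM MG132 for full effect; MG132 reads +100%, hits lower the ratio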
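Compounds up to 46 uM were incubated four hours with TMD8 cells whose green CBG68 luciferase is fused to IkappaBalpha; red CBR luminescence normalised the signal, and concentration-effect curves were fitted to fusion, red and ratio data.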
KCNH2 3.1 block: blocks the human KCNH2 3.1 channel isoform; U2OS KCNH2 3.1, thallium flux FluxOr; active compounds read low; activity change, % (tested at about 1.8 µM); 0.95% of 340,000 active; AID 720553;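 active = maximum activity change below -70%; inconclusive = maximum activity change from -70% to -50%; inactive = maximum activity change above -50%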;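 also: thallium influx rate constant from kinetic fluorescence after stimulation buffer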
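Measured as rate of thallium-driven FluxOr signal in transduced U2OS cells carrying the 3.1 channel, read kinetically for 2 min upon stimulation; values are rate constants scaled to DMSO control wells.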
Giardia killer: kills Giardia lamblia; Giardia lamblia trophozoite viability; activity change, % at 7.66 µM, hits read low; 0.15% of 340,000 active; AID 540267; in the data active = activity change below about -80%; inconclusive = between about -30% and that limit;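 also: parasites exposed to compound for two days anaerobically before the ATP read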
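Giardia lamblia trophozoites (100 cells/well) were incubated with compounds for 48 h at 37 deg C under anaerobic conditions. Viability was read as ATP content by one-step luminescence after 15-30 min at room temperature.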
GALK inh: blocks human galactokinase activity | P51570 | Purified GALK, Kinase-Glo residual ATP luminescence | Potency, µM (titrated, usually from 57.5 µM), for inactives: at the highest dose activity change, negative = inhibition, most hits filed as inhibitors | 0.007% of 270,000 active | AID 1868; also: potency is read from the fitted curve at half-maximal effect
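Galactose (100 uM) and ATP (35 uM) were turned over by 5 nM GALK for 1 h at RT. Kinase-Glo Plus then converted the remaining ATP into a luminescent signal.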
Coupling enz: counter-screen for Giardia aldolase inhibitors: coupling enzyme system; coupling enzyme system counterscreen, AmpLite Red fluorescence; activity change, negative = inhibition, % at 58.2 µM, hits read low; 0.67% of 290,000 active; AID 2472; in the data active = activity change below about -30%
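Counterscreen of the coupled detection system alone, without aldolase: glyceraldehyde-3-phosphate coupling enzymes plus AmpLite Red readout. Compounds at 57.5 uM final, 10 min RT preincubation, 20 min RT reaction, fluorescence 525/598 nm.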
B2AR arrestin: recruits beta-arrestin to the human beta2-adrenergic receptor | beta-arrestin recruitment to beta2AR, cell-based reporter | Potency, µM (highest dose often 46.1 µM), for inactives: at the highest dose activation, actives largely listed as activators | 0.02% of 330,000 active | AID 492947;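 also: potency is read from the fitted curve at half-maximal effect; 0% = DMSO controls and full agonism = EC100 isoproterenol or metaproterenol; nearly all actives have a fitted effect of over 65% in size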
Target sequence (P07550 whole entry, looked up): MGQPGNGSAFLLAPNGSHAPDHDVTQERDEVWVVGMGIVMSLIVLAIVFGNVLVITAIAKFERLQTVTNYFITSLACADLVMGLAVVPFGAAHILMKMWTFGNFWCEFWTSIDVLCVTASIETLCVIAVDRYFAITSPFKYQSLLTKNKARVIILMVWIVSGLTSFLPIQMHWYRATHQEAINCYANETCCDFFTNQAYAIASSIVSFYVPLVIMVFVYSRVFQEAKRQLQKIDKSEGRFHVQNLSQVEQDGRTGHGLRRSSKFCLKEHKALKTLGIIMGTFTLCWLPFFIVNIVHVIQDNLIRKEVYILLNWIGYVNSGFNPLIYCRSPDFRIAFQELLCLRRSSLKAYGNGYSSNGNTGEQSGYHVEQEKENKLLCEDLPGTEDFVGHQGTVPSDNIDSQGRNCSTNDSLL
uPA generation: cell surface uPA generation inhibition; cell surface uPA generation assay, qHTS; Potency, µM (top dose mostly 38.3 µM), without a hit: at the highest dose activity change, negative = inhibition, usual class: inhibitors; 0.31% of 330,000 active; AID 540303; active = well fitted inhibition curve with a large enough effect; inconclusive = small, poorly fitted or top-dose-only effect; inactive = no such curve, though single readings can be large or run the other way; tested in mouse RAW 264.7 cells; also: potency is read from the fitted curve at half-maximal effect; nearly all actives have a fitted effect of over 55% in size
USP2a block: USP2a (human) protease inhibition. O75604. USP2 core, Ub-CHOP2 coupled fluorogenic reporter, 485/531. Potency, µM (doses to about 38.3 µM), for the others: at the highest dose activity change, negative = inhibition, actives largely listed as inhibitors. 0.01% of 330,000 active. AID 463254;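 also: potency is read from the fitted curve at half-maximal effect; plate controls were DMSO wells for no effect and full inhibition by NEM control for full effect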
Target sequence (O75604 whole entry, looked up): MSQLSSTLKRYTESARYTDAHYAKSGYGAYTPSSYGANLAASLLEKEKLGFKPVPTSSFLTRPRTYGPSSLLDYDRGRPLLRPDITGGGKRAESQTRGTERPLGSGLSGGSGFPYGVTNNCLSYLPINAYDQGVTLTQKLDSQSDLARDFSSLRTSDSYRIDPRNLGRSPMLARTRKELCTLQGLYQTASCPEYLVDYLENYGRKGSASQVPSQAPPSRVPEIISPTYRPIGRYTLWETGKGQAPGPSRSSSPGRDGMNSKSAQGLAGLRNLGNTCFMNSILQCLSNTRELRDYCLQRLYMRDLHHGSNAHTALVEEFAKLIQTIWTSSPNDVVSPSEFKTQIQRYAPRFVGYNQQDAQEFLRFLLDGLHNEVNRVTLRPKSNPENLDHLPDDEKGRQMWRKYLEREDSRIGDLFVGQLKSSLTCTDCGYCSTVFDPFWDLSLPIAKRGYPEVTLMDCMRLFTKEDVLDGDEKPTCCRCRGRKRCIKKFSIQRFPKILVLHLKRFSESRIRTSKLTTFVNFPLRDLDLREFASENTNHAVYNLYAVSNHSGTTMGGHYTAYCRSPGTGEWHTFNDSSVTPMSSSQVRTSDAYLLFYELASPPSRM
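Cell-free coupled assay: 10nM USP2 core preincubated 30min RT with compound in Tris-HCl pH 8.0/CaCl2/CHAPS buffer, then 25nM Ub-CHOP2 and 25nM reporter substrate; fluorescence (Ex 485/Em 531) read after 60min RT, normalized to NEM inhibition, concentration-response curves fitted.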
PKM2 activator: activators of human pyruvate kinase M2 | 0.34% of 260,000 active | purified PKM2, Kinase-Glo ATP luminescence, activation; response scale: 0% is enzyme alone, no compound | Potency, µM (titrated, usually from 57.5 µM), inactives show top-dose activation, most hits filed as activators | P14618; also: potency is read from the fitted curve at half-maximal effect; nearly all actives have a fitted effect of over 55% in size
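Kinase-Glo luminescence reports ATP generated from ADP (0.1 mM) and PEP (0.5 mM) by purified hPK-M2 after 1 h at room temperature, pH 7.2 imidazole buffer; intermediate enzyme activity allows detecting inhibitors and activators.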
Eya2 phos inh: inhibitors of human Eya2 phosphatase activity; AID 488837; Potency, µM (highest dose often 76.9 µM), without a hit: at the top dose activity, negative = inhibition, usual class: inhibitors; 0.006% of 330,000 active; O00167; recombinant Eya2, OMFP fluorescence dephosphorylation (OMFP is methylfluorescein phosphate); also: potency is read from the fitted curve at half-maximal effect
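Eya2 protein (added as 0.2 uM solution) was preincubated with compound for 10 min at ambient temperature in 50 mM HEPES pH 7.5, 50 mM NaCl, 5 uM MgCl2, 0.05% BSA, 1 mM DTT. OMFP (added at 50 uM) then reacted 10 min; fluorescence read at 485/525 nm.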
KCNH2 WT inh: blocks the wildtype human KCNH2 potassium channel. activity change, % at 1.84 µM. 0.37% of 340,000 active. Q12809. AID 720551. U2OS, BacMam KCNH2, thallium flux FluxOr; active compounds read low;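 active = maximum activity change below -70%; inconclusive = maximum activity change between -70% and -50%; inactive = maximum activity change above -50%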
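U2OS cells transduced with wild-type KCNH2 virus are loaded with FluxOr dye for 45 min, and thallium flux is measured in kinetic reads before and after stimulation buffer. Rate constants are normalized to DMSO controls.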
* marks the source's active call; other numbers are inactive results; i = inactive; u = inconclusive; x = not tested or not shown; [ ] = another dose, or the depositor's remark. Unless noted, calls follow the shape of the dose curve; as a rule, active = well fitted curve in the direction sought with a large enough effect; inconclusive = small, poorly fitted or top-dose-only effect, or another doubt; inactive = no such curve, though single readings can be large; an effect the other way counts as inactive or inconclusive. Unless noted, % is scaled to controls: 0 for no effect and ±100 for the full control effect.

smiles,BCR signal inh,KCNH2 3.1 block,Giardia killer,GALK inh,Coupling enz,B2AR arrestin,uPA generation,USP2a block,PKM2 activator,Eya2 phos inh,KCNH2 WT inh
O=C(NCCCNCCCNC(=O)c1ccc(/C=N/O)nc1)c1ccc(/C=N/O)nc1,1%,-7,33[activator],-14%,4,-0.6%,0%,9%,-2%,0%,-2
Cc1ccc(-c2n[nH]c(=O)c3ccccc23)c(C)c1,-6%,-5,18,2%,3,0.1%,-4%,0%,0%,-5%,2
COc1ccc(S(=O)(=O)N2CCOCC2)cc1C(=O)N1CCCCC1,u,-12,-10,3%,x,-0.5%,-1%,6%,x,-15%,8
O=S(=O)(Nc1cccnc1)c1ccc(Cl)c(C(F)(F)F)c1,x,-6,11,7%,7,x,-9%,x,0%,x,-3
O=C(Nc1ccc(OC(F)(F)F)cc1)c1cnccn1,u,10,-14,8%,0,-0.2%,8%,-2%,-1%[11.5 µM],4%,-4
Cc1ccc(CNC(=O)CCCNS(=O)(=O)c2cccc3nonc23)cc1,1%,2,4,0%,-1,-0.2%,3%,0%,2%,-16%,-5
Cc1ccc(N=C2NC(=O)/C(=C\c3ccc(C)s3)S2)cc1,6%,-7,-11,-1%,0,2.8%,2%,-1%,0%,-7%,i
Cc1c(C(=O)O)sc2nc(SCC(=O)Nc3ccc(S(=O)(=O)NC(C)(C)C)cc3)[nH]c(=O)c12,u,-2,u,4%,23,0.0%,1%,-5%,8%,10%,-4
Cn1c(=O)c(C(=S)NC(=O)C2CC2)c(N)n(Cc2ccccc2)c1=O,-5%,x,x,-2%,-1,4.9%,x,1%,17%,-8%,x
Nc1nc(-c2ccccc2)c(C(=O)Nc2ccccc2)s1,u,3,-18,11%,2,0.0%,4%,2%,-3%,11%,-4

smiles,BCR signal inh,KCNH2 3.1 block,Giardia killer,GALK inh,Coupling enz,B2AR arrestin,uPA generation,USP2a block,PKM2 activator,Eya2 phos inh,KCNH2 WT inh
CC(C)(C)c1ccc(OCc2ccc(C(=O)N/N=C3\CC4CC=CC34)cc2)cc1 (configuration not stated),1%,-1,4,-2%,0,-0.6%,-7%,3%,3%,-8%,-4
COC(=O)c1cn(CC(=O)NC2CCCCCC2)c2ccccc12,-6%,2,7,1%,0,0.4%,3%,4%,-17%,4%,-3
Cc1nn(C(C)C(=O)NCCc2ccccc2)c(=O)c2cc3occc3n12 (configuration not stated),0%,3,-14,0%,x,-0.3%,1%,5%,x,-6%,-3
NC(=O)CN1C(=O)C(=O)N(Cc2cccc(Cl)c2)C1=O,2%,17,10,3%,1,6.7%,-7%,10%,x,8%,15
Cc1ccc(-n2[nH]c(C)c(C=Nc3ccc4[nH]c(=O)[nH]c4c3)c2=O)cc1,3%,5,6,-2%,1,0.1%,-8%,1%,9%,2%,3
Cn1cnc([N+](=O)[O-])c1N=C(N)N,-16%,-9,-6,-1%,3,-0.6%,0%,2%,-1%,0%,6
CCOc1ccc(NC2CCCCC2NS(=O)(=O)c2ccccc2)cc1 (configuration not stated),3%,0,-12,5%,-2,0.4%,-13%,2%,x,5%,0
CCc1nc(Nc2ccc(NC(C)=O)cc2)c2oc3ccccc3c2n1,u,16,-13,-3%,-1,0.4%,9%,-8%,x,-3%,3
CC(C)CCNC1=CC(=O)CC(c2ccccc2)C1 (configuration not stated),u,-20,7,2%,1,-0.5%,-11%,0%,-8%,7%,-11
CC1=NNC(=O)C1CCC(=O)N/N=C/c1c(Cl)cccc1Cl (configuration not stated),-7%,8,-8,1%,2,-0.3%,-1%,2%,5%,-3%,-1

An excerpt from above in order of molecular weight, largest number first.
smiles,BCR signal inh,KCNH2 3.1 block,Giardia killer,GALK inh,Coupling enz,B2AR arrestin,uPA generation,USP2a block,PKM2 activator,Eya2 phos inh,KCNH2 WT inh
CC(C)(C)c1ccc(OCc2ccc(C(=O)N/N=C3\CC4CC=CC34)cc2)cc1 (configuration not stated),1%,-1,4,-2%,0,-0.6%,-7%,3%,3%,-8%,-4
CCOc1ccc(NC2CCCCC2NS(=O)(=O)c2ccccc2)cc1 (configuration not stated),3%,0,-12,5%,-2,0.4%,-13%,2%,x,5%,0
NC(=O)CN1C(=O)C(=O)N(Cc2cccc(Cl)c2)C1=O,2%,17,10,3%,1,6.7%,-7%,10%,x,8%,15

Following part.
smiles,BCR signal inh,KCNH2 3.1 block,Giardia killer,GALK inh,Coupling enz,B2AR arrestin,uPA generation,USP2a block,PKM2 activator,Eya2 phos inh,KCNH2 WT inh
COCCNC(=O)c1ccc(-c2csc(C)n2)cc1,-4%,-3,1,0%,0,0.1%,-1%,2%,-8%,-7%,-1
CC(C)OCCCNC(=O)NC12CC3CC(CC(C3)C1)C2,-10%,4,5,1%,5,-0.2%,3%,0%,2%,5%,3
Cc1ccc(NC(=O)CN2C(=O)C3CC=CCC3C2=O)cc1S(=O)(=O)N1CCOCC1 (configuration not stated),u,4,-5,7%,1,0.3%,-1%,0%,-4%,6%,-9
CCC/C=N/NC(=O)c1cccc(Br)c1,u,19,6,0%,1,0.2%,2%,0%,6%,-13%,6
CC(C)NC(=O)CSCc1cccc(Br)c1,u,-8,6,0%,-4,-0.1%,3%,5%,-1%,-15%,6
O=C(CN1C(=O)COc2ccccc21)NCCN1CCC(Cc2ccccc2)CC1,-22%,-27,0,2%,2,0.2%,x,3%,-5%,-5%,25
COc1ccc(S(=O)(=O)N2CCC(C(=O)NCCOc3ccccc3F)CC2)cc1OC,-4%,-5,26,x,x,-0.1%,0%,1%,x,17%,-23
CC(=O)Nc1ccc(S(=O)(=O)NC(CC(=O)NC2CCCCC2C)C(C)C)cc1 (configuration not stated),u,-23,-20,4%,3,-0.2%,7%,2%,-7%,11%,-1
CC(OC(=O)c1ccccc1Nc1ccc(SC(F)F)cc1)C(N)=O (configuration not stated),-9%,11,26,0%,2,0.0%,-20%,3%,6%,-14%,-5
Cc1cccc(C)c1NC(=O)N1CCCCCCC1,1%,-3,-3,2%,3,0.0%,-1%,5%,-3%,7%,3

smiles,BCR signal inh,KCNH2 3.1 block,Giardia killer,GALK inh,Coupling enz,B2AR arrestin,uPA generation,USP2a block,PKM2 activator,Eya2 phos inh,KCNH2 WT inh
CCN(CC)CCN1C(=O)c2oc3ccccc3c(=O)c2C1c1cccc(Br)c1 (configuration not stated),-1%,-4,1,8%,2,-1.1%,1%,2%,-1%,9%,0
Cn1c(=O)[nH]c(=O)c2c1nc(Br)n2CCSc1nnnn1-c1ccccc1,0%,6,5,0%,-6,-0.4%,8%,3%,-7%,7%,-11
O=C(Oc1ccc(NC2=C(Cl)C(=O)c3ccccc3C2=O)cc1)c1ccc([N+](=O)[O-])cc1,14%,-5,-12,1%,-16,0.8%,-7%,2%,-3%,8%,x
COc1ccc(S(=O)(=O)Nc2cc3c4c(c2)C(C)C(=O)N4CCC3)cc1OC (configuration not stated),-1%,15,-10,x,x,0.2%,-1%,0%,x,-13%,-6
Cc1ccccc1NC(=O)CC1SC(=NC2CCCCC2)NC1=O (configuration not stated),-5%,-3,-3,-7%,1,0.1%,-4%,3%,-4%,-16%,-1
CCN(CCn1cccn1)C(=O)CC1C(=O)NCCN1Cc1ccc(OC)c(OC)c1 (configuration not stated),u,4,-13,-2%,-1,-0.2%,-3%,3%,2%,-6%,1
COc1ccc(OC)c(/C=C/C(=O)OCC(=O)Nc2ccc3c(c2)OCCO3)c1,-14%,7,2,-2%,7,4.8%,-9%,3%,-15%,-2%,-6
CCOCCCN1C(=O)C2C(C(=O)Nc3ccc(OCC)cc3)C3C=CC2(O3)C1C(=O)NC1CCCCC1 (configuration not stated),3%,-16,-5,16%,0,-0.2%,0%,0%,1%,5%,-1
Cc1nn(C(C)(C)C)c(OC(=O)c2cccs2)c1S(=O)(=O)c1ccccc1,u,11,-25,0%,1,-0.2%,-10%,-6%,-5%,-26%,8
COc1ccc(OC)c(-c2cc(C(=O)NCCN3CCOCC3)no2)c1,u,6,13,-1%,3,0.1%,0%,0%,4%,20%,-6
COc1ccc(CCNC(=O)C2CCCN2S(=O)(=O)c2ccc(F)cc2)cc1OC (configuration not stated),u,-12,-4,3%,3,0.2%,1%,1%,-5%,6%,-12
CCC(C(=O)OCC(=O)Nc1ccc(C(N)=O)cc1)c1ccccc1 (configuration not stated),-14%,2,15,10%,5,0.0%,-2%,0%,-1%,-27%,2
O=C(CCC(=O)c1ccccc1)NCCc1c[nH]c2ccccc12,u,-2,-19,x,-2,-1.0%,1%,1%,5%,-5%,-29

Bioassay records as filed in PubChem.

Not a hit list. Share with any hit: about 2.4%.
